# Bioassay records as filed in PubChem BioAssay.
# GFP derepression – qHTS Assay for Epigenetic Modulators; mouse C127i GFP locus derepression, cytometry, 30 h; Potency, µM (titrated, usually from 46.1 µM), without a hit: at the top dose GFP derepression (activation); 0.09% of 68,000 active; AID 597, 2007; note: % of control where 0% means no effect
#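 Locus derepression in mouse mammary C127i cells whose integrated CMV-GFP reporter is normally silent; GFP expression after 30 h compound treatment was quantified by counting fluorescent cells.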
# Caspase-1 inhib – qHTS Assay for Allosteric/Competitive Inhibitors of Caspase-1; Potency, µM (highest dose often 57.5 µM), for inactives: top-dose activity change, negative = inhibition, most hits filed as inhibitors; Caspase-1 enzyme, Ac-WEHD-AFC fluorogenic rate; P29466; 0.03% of 75,000 active;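 note: potency is the fitted concentration of half-maximal effect; plate controls were vehicle for no effect and no substrate for full effect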
# Caspase-7 inhib – qHTS Assay for Allosteric/Competitive Inhibitors of Caspase-7 | P55210 | recombinant caspase-7, Ac-DEVD-AFC fluorescence rate | Potency, µM (titrated, usually from 57.5 µM), for the others: at the top dose activity change, negative = inhibition, most hits filed as inhibitors | 0.02% of 75,000 active | AID 889, 2007; active = well fitted inhibition curve with a large enough effect in the main read-out, with a control signal flat, not every such curve was filed as active; inconclusive = small, poorly fitted or top-dose-only effect, or a change in a side signal; note: potency is the fitted concentration of half-maximal effect; % of control where 0% means no effect
# HEK293 cAMP cs – qHTS Assay for Agonists of the Thyroid Stimulating Hormone Receptor: Activators of Intracellular cAMP Concentrations in Parental HEK 293; AID 938, 2007; Potency, µM (top dose mostly 57.1 µM), for inactives: top-dose activation, usual class: activators; parental HEK293 CNG cAMP sensor, membrane potential fluorescence; 2.5% of 73,000 active; note: potency is the fitted concentration of half-maximal effect; % of control where 0% means no effect; nearly all actives have a fitted effect of over 55% in size
#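 Parental HEK 293 cells stably expressing a modified CNG channel (no TSHR) report cAMP rise as membrane depolarization. Membrane potential dye with 100 uM RO 20-1724 was loaded for 60 min at room temperature, then compound added for 30 min; fluorescence read at 590 nm.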
# BRCT PPI red – qHTS Assay for Inhibitors of BRCT-Phosphoprotein Interaction (Red Fluorophore). BRCT-phosphopeptide binding, red fluorescence polarization. Potency, µM (doses to about 76.9 µM), without a hit: top-dose activity change, negative = inhibition, hits mostly inhibitors. 0.03% of 75,000 active. Breast cancer type 1 susceptibility protein (Homo sapiens), P38398; note: % is set by controls: 0 for no effect and ±100 for the full control effect
# Target sequence (P38398 whole entry, looked up): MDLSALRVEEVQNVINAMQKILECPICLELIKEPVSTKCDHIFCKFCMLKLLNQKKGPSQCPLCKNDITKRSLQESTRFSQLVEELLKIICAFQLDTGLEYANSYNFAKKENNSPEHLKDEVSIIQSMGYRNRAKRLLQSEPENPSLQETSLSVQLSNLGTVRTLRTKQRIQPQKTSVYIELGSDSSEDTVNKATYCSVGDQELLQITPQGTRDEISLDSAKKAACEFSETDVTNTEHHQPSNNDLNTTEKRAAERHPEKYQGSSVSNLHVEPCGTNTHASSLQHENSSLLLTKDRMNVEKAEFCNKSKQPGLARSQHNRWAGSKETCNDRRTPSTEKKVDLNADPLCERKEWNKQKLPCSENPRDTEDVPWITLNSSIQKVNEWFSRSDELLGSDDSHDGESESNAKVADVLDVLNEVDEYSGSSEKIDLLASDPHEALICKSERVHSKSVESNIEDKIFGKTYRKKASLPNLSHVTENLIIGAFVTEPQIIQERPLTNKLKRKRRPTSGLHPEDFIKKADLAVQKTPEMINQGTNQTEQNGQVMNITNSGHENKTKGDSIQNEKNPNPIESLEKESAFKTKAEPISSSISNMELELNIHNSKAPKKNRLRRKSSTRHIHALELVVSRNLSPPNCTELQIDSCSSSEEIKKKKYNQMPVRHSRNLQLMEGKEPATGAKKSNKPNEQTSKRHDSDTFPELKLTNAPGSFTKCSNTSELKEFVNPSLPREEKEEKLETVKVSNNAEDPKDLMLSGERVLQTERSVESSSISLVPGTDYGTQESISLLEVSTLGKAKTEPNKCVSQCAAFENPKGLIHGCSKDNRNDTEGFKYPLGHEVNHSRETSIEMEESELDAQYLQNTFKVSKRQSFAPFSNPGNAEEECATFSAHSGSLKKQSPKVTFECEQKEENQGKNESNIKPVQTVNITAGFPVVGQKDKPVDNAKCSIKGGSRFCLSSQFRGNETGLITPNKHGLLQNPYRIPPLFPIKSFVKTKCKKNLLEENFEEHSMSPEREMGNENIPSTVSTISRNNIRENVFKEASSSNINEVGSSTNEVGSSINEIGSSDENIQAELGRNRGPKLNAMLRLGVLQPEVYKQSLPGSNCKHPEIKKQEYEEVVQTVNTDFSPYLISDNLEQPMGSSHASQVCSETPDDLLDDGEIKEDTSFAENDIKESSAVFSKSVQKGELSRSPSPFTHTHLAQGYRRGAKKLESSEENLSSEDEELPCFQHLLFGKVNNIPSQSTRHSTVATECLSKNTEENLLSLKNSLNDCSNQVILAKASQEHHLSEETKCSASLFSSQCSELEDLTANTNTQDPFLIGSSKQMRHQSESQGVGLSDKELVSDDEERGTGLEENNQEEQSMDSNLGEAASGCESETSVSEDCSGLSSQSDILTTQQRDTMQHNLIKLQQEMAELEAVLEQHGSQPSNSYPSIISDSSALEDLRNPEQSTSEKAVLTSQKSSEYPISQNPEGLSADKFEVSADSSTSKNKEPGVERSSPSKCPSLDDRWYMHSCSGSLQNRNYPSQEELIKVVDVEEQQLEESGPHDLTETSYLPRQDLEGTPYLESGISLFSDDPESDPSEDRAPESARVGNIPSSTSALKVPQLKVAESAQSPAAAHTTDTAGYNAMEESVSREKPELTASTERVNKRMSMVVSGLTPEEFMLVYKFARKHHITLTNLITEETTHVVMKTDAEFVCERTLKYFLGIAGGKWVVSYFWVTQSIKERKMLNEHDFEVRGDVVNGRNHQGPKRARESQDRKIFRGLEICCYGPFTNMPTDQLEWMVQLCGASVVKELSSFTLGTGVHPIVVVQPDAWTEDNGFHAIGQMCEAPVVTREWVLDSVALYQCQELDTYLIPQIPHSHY
#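 Rhodamine-labelled pBACH1 10-mer (100 nM) bound to BRCT domain (100 nM) at pH 7.3; compounds incubated 12 min room temperature, polarization read. Free peptide defines full inhibition; unlabelled decapeptide titrated as control.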
# USP2a inh – qHTS Assay for Inhibitors of Ubiquitin-specific Protease USP2a; Potency, µM (titrated, usually from 38.3 µM), without a hit: top-dose activity change, negative = inhibition, most hits filed as inhibitors; Ubiquitin carboxyl-terminal hydrolase 2 (Homo sapiens), O75604; USP2a enzymatic assay, qHTS inhibition; 0.1% of 60,000 active;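 note: potency is the fitted concentration of half-maximal effect; nearly all actives have a fitted effect of over 60% in size; plate controls were DMSO for no effect and NEM full inhibition control for full effect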
#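 20 nM USP2 core + cpd, 30 min RT; add 20 nM Ub-PLA2/20 uM NBD C6-HPC; read Ex460/Em535 at 0 h and 2.5 h. Normalized to NEM; qHTS curve fit/classification.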
# BRCT PPI green – qHTS Assay for Inhibitors of BRCT-Phosphoprotein Interaction (Green Fluorophore). Breast cancer type 1 susceptibility protein (Homo sapiens), P38398. AID 875, 2007. 0.05% of 75,000 active. BRCA1 BRCT-phosphopeptide binding, green fluorescence polarization. Potency, µM (doses to about 76.9 µM), for inactives: at the highest dose activity change, negative = inhibition, usual class: inhibitors;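 note: potency is the fitted concentration of half-maximal effect; plate controls were peptide without protein for full effect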
#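 Compounds were incubated for 12 min at room temperature with a complex of 100 nM fluorescein-tagged pBACH1 decapeptide and 250 nM His-tagged BRCT protein. Buffer was phosphate pH 7.3 with EDTA, DTT and Tween 20. Disruption of binding lowers the polarization signal.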
# 4-MU autofl – qHTS Assay for Spectroscopic Profiling in 4-MU Spectral Region; compound autofluorescence, 340/450 nm, 4-MU equivalents; hits give high values; max dye-equivalent concentration, M; 11% of 59,000 active; AID 589, 2007; in the data active = max dye-equivalent concentration above about 10 nM; inconclusive = mostly about 1.1 nM to 9.6 nM
#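 Compounds in 100 mM Tris, pH 8.0, sat 15 min at room temperature before fluorescence was read at 340 nm excitation/450 nm emission; a per-plate six-point 4-MU standard curve converted signals to dye-equivalent concentration at each compound concentration.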
# Fluorescein autfl – qHTS Assay for Spectroscopic Profiling in Fluorescein Spectral Region | Compound autofluorescence, 480/540 nm, fluorescein-equivalent; hits give high values | max fluorescein-equivalent concentration, M | 0.91% of 59,000 active | AID 593, 2007; in the data active = max fluorescein-equivalent concentration above about 10 nM; inconclusive = between about 1.1 nM and that limit
#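 Values reflect compound autofluorescence, normalized to fluorescein on the same plate and reported at each tested concentration. Conditions: 100 mM Tris pH 8.0, room temperature, 15 min, excitation 480 nm, emission 540 nm.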
# UbGFP stabilizer – Ubiquitin-GFP Assay | Ubiquitin-GFP reporter cells, proteasome inhibition, GFP fluorescence; response scale: untreated = 0%, 10 µM MG-132 = 100% | Potency, µM (highest dose often 45.9 µM), for inactives: top-dose activation (GFP accumulation), hits mostly activators | 67,000 tested, under 10 active; active = well fitted activation curve with a large enough effect, not every such curve was filed as active; inconclusive = small, poorly fitted or top-dose-only effect, or another doubt; inactive = no such curve, though single readings can be large or run the other way; note: potency is the fitted concentration of half-maximal effect
#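 Reporter cells (U2OS, ubiquitin-G76V-GFP fusion) are plated overnight, then treated 4 hr at 37 °C with compound titrations from 46 uM down to 2.9 nM. Activity is scaled against untreated cells and 10 uM MG-132.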
# A350 fluor – qHTS Assay for Spectroscopic Profiling in A350 Spectral Region | Compound autofluorescence, 340/450 nm, Alexa 350 dye-equivalents; hits give high values | max dye-equivalent concentration, M | 11% of 59,000 active; in the data active = max dye-equivalent concentration above about 10 nM; inconclusive = mostly about 1.1 nM to 9.6 nM
# Starred values were filed as active, the others as inactive; i = inactive; ? = inconclusive; . = not tested or not shown; & = joins results of further samples; [ ] = dose if it differs, or a comment. Unless noted, calls come from the whole dose curve; as a rule, active = well fitted curve in the direction sought with a large enough effect; inconclusive = small, poorly fitted or top-dose-only effect, or another doubt; inactive = no such curve, though single readings can be large; an effect the other way counts as inactive or inconclusive. Some of the compounds tested. The share of hits here may be higher or lower than overall.
SMILES,GFP derepression,Caspase-1 inhib,Caspase-7 inhib,HEK293 cAMP cs,BRCT PPI red,USP2a inh,BRCT PPI green,4-MU autofl,Fluorescein autfl,UbGFP stabilizer,A350 fluor
C=CCOC(=O)C(C(C)=O)C(NC(=O)OC)c1cccs1 (stereo not drawn),.,-1.3%[11.5 µM],-1.7%[11.5 µM],5.0%[11.4 µM],0.4%[15.4 µM],.,0.3%[15.4 µM],.,.,.,.
O=C(CS(=O)(=O)Cc1ccccc1)NCC1CCCO1 (stereo not drawn),3.6%,-3.4%,-0.4%,2.7%,-0.6%,-2.3%,-0.3%,i,i,2.9%,i
Cc1ccc2cc(CN(CC3CCCO3)S(=O)(=O)c3c(C)ccc4nsnc34)c(=O)[nH]c2c1 (stereo not drawn),-1.2%,-1.3%,-0.5%,1.7%,-3.3%,4.4%,0.0%,i,?,-0.2%,i
Cn1c(=O)cc(SCC(=O)N2CCCC2)c2ccc(Cl)cc21,2.3%,-0.6%,-0.3%,18.9%,-0.1%,6.6%,0.6%,i,i,-0.4%,i
O=C(NCc1ccccn1)c1cn(CCc2ccccc2)nn1,2.4%,-2.8%,0.0%,-1.3%,1.6%,4.0%,-1.4%,i,i,5.0%,i
O=c1c2cc3c(=O)n(CC4CCCO4)c(=O)c3cc2c(=O)n1CC1CCCO1 (stereo not drawn),4.3%,1.7%,1.7%,?,1.6%,-1.8%,-1.2%,i,i,2.2%,i
CCCCNC(=O)C(c1ccc(OCC(=O)OC)c(C(=O)OC)c1)N(CCc1ccccn1)C(=O)CCCCCN1C(=O)NC(c2ccc(-c3ccccc3)cc2)C(C(=O)OCc2ccccc2)=C1C (stereo not drawn),.,-0.1%,-1.1%,11.3%,-0.3%,.,0.6%,.,.,.,.
Cc1ccc(CNC(=O)C2C3C=CC(C3)C2C(=O)O)cc1 (stereo not drawn),2.0%,0.3%,0.1%,0.3%,-1.4%,3.7%,-1.8%,i,?,1.7%,i
N#CCCn1c(=O)c(-c2ccc(Cl)cc2)nc2cnc(Oc3cccc(Cl)c3)nc21,-2.7%[9.22 µM],-19.6%,?,14.2%,-0.2%,87.1%[activator],5.6%,1.14e-08M*,?,7.9%,1.51e-08M*
CCOC(=O)CCCNC(=O)COC(=O)CCC(=O)c1ccc(F)cc1,1.1%,0.3%,-0.4%,2.1%,-2.9%,-6.6%,-2.5%,i,?,1.7%,i
O=C(Nc1nnc(CC2=CCCCC2)s1)c1cccs1,1.1%,-1.3%,-1.6%,0.7%,-1.4%,17.0%,3.7%,i,?,0.0%,i
CCOC(=O)c1oc2ccc(CNCCO)c(Cl)c2c1C,-1.0%,-0.8%,1.5%,25.7%,0.0%,8.9%,2.1%,i,i,3.0%,i
CCOC(=O)CSc1ncnc2c1nnn2-c1ccc(F)cc1,.,-1.0%,-3.0%,13.2%,-0.3%,.,-0.1%,.,.,.,.
CCOC(=O)c1cc(NC(=O)CSCCO)ccc1Cl,0.0%,2.1%,-1.8%,-3.0%,0.1%,-5.2%,0.2%,i,?,-1.0%,i
CC(C)(O)C1=NOC(c2ccccc2)C1 (stereo not drawn),-1.5%,-2.1%,0.8%,-0.2%[11.4 µM],-0.5%,-4.2%[7.66 µM],1.8%,.,.,-5.7%[9.17 µM],.
Cc1nc(C)c(C(=O)Nc2cccc(Cl)c2)o1,-2.0%,-10.3%,0.5%,-2.2%,-0.6%,26.8%,0.1%,i,?,-0.7%,i
COc1ccc(C(=O)N2CCOCC2)cc1Br,0.0%,-2.0%,0.0%,-2.4%,-0.9%,-1.8%,1.7%,i,i,2.5%,i
CN(c1ccc(C(=O)N2CCN(c3ccc(F)cc3)CC2)cc1)S(C)(=O)=O,4.8%,-1.0%,-0.9%,5.2%,0.0%,-0.2%,1.0%,i,i,3.6%,?
CCC1(C(=O)OC)NC(c2cccc(F)c2)C2C(=O)N(C)C(=O)C21 (stereo not drawn),3.4%,0.5%,-0.1%,0.4%,1.3%,-0.3%,-1.8%,i,i,1.2%,i
CCNC(=O)NC(=O)COC(=O)CNC(=O)COc1ccccc1,4.6%,-1.0%,-5.4%,-5.0%,6.6%,0.2%,-0.8%,i,?,7.9%,i
CCNC(=O)C(C)Sc1ccc(Cl)cc1 (stereo not drawn),0.0%,-2.4%,-3.3%,?,1.1%,20.2%,-1.0%,i,?,2.5%,i
O=C1CC(N2CCN(c3ccccc3Cl)CC2)C(=O)N1c1ccc(F)cc1 (stereo not drawn),1.5%,-13.2%,-7.6%,0.2%[11.4 µM],-1.5%,9.6%[7.66 µM],0.8%,.,.,-8.7%[9.17 µM],.
C=CCn1c(=O)c2ccccc2n2c(Sc3nnnn3-c3ccccc3)nnc12,2.3%,1.7%,-1.4%,-1.4%,0.3%,-1.6%,0.0%,i,?,0.2%,i
CCCCC(=O)Nc1cccc(NC(=O)CC)c1,-2.7%,-1.1%,1.3%,-0.9%,0.4%,1.5%,-1.7%,i,i,0.8%,i
CCN(CC)c1ccc(NC(=O)CN2CCN(c3nc(C)cc(C)n3)CC2)cc1,0.2%,0.1%,-1.3%,?,-0.5%,11.5%,-3.0%,i,i,-2.9%,i
COC(=O)c1c(NC(=O)Cc2cccs2)sc(C(=O)N2CCCCC2)c1C,0.2%,-5.0%,-1.1%,?,1.5%,-6.9%,-1.3%,i,i,-4.4%,i
N[C@]1(C(=O)O)CCc2cc(C(=O)O)ccc21,1.4%&-2.2%,-5.4%,-2.7%,7.2%&4.4%,-2.4%,1.4%,-7.6%,?,?,1.8%&1.0%,?
CCSc1nc2c(c(=O)[nH]c(=O)n2C)n1C,-2.2%,-1.1%,3.1%,7.3%,0.1%,-4.1%,0.1%,i,i,0.8%,i
Nc1cccc(-n2nncc2-c2ccc(Cl)cc2)c1,-2.1%,0.8%,0.2%,-9.1%[2.29 µM],0.1%,3.0%,7.8%,1.41e-08M*,i,?,1.51e-08M*
COc1ccc2c(c1)CCc1c(C(=O)Nc3c(C)n(C)n(-c4ccccc4)c3=O)noc1-2,-0.1%,0.0%,-0.9%,0.1%,-0.5%,-5.7%,-2.5%,i,i,15.9%,i

# Some of the entries above, reformatted.
CCCCC(=O)Nc1cccc(NC(=O)CC)c1
  GFP derepression: -2.7%
  Caspase-1 inhib: -1.1%
  Caspase-7 inhib: 1.3%
  HEK293 cAMP cs: -0.9%
  BRCT PPI red: 0.4%
  USP2a inh: 1.5%
  BRCT PPI green: -1.7%
  4-MU autofl: i
  Fluorescein autfl: i
  UbGFP stabilizer: 0.8%
  A350 fluor: i
CCN(CC)c1ccc(NC(=O)CN2CCN(c3nc(C)cc(C)n3)CC2)cc1
  GFP derepression: 0.2%
  Caspase-1 inhib: 0.1%
  Caspase-7 inhib: -1.3%
  HEK293 cAMP cs: ?
  BRCT PPI red: -0.5%
  USP2a inh: 11.5%
  BRCT PPI green: -3.0%
  4-MU autofl: i
  Fluorescein autfl: i
  UbGFP stabilizer: -2.9%
  A350 fluor: i
COC(=O)c1c(NC(=O)Cc2cccs2)sc(C(=O)N2CCCCC2)c1C
  GFP derepression: 0.2%
  Caspase-1 inhib: -5.0%
  Caspase-7 inhib: -1.1%
  HEK293 cAMP cs: ?
  BRCT PPI red: 1.5%
  USP2a inh: -6.9%
  BRCT PPI green: -1.3%
  4-MU autofl: i
  Fluorescein autfl: i
  UbGFP stabilizer: -4.4%
  A350 fluor: i

# Further records.
SMILES,GFP derepression,Caspase-1 inhib,Caspase-7 inhib,HEK293 cAMP cs,BRCT PPI red,USP2a inh,BRCT PPI green,4-MU autofl,Fluorescein autfl,UbGFP stabilizer,A350 fluor
NCCSC[C@H](N)C(=O)O,0.0%[9.22 µM],-1.0%[11.5 µM],2.4%[11.5 µM],7.0%[11.4 µM],-0.3%[15.4 µM],.,-1.2%[15.4 µM],i,i,-1.4%[9.17 µM],i
C[C@H](O)[C@H](O)[C@@H](O)c1cnc2nc(N)[nH]c(=O)c2n1,4.6%[9.22 µM],.,.,2.2%,.,.,.,5.18e-07M*,i,3.3%,5.29e-07M*
O=C(O)c1ccc2c(c1)N(Cc1cccc(F)c1)C(=O)CS2,.,-3.0%,0.4%,15.3%,-1.5%,.,-0.4%,.,.,5.6%,.
CCC1CCC(NC2CCCCNC2=O)CC1 (stereo not drawn),-1.8%,-5.2%,0.9%,4.3%,0.4%,-3.7%,0.9%,.,.,-8.7%,.
C/C(=N\O)C(=O)NCc1ccncc1,-2.8%,0.0%,0.5%,13.5%,-4.2%,-1.9%,-0.6%,?,i,2.6%,?
CCOc1ccc(CNc2ccc3c(c2)nc(C)n3C)cc1,1.7%,1.3%,-1.1%,-6.4%,-0.2%,18.3%,-3.9%,i,i,-2.8%,i
